Assay outcomes from PubChem.
AmpC no deterg: inhibitors of E. coli AmpC beta-lactamase without detergent; AmpC nitrocefin hydrolysis, absorbance 480 nm, 0.0001% Triton; Potency, µM (top dose mostly 57.1 µM), for inactives: at the highest dose activity change, negative = inhibition, most hits filed as inhibitors; actives 0.52% (n = 330,000); AID 485341;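 note: potency is the fitted concentration of half-maximal effect; plate controls were no compound for no effect and no enzyme for full effect; nearly all actives have a fitted effect of over 20% in size; some results filed as inactive show a strong effect at the top dose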
Target sequence (P00811 whole entry, looked up): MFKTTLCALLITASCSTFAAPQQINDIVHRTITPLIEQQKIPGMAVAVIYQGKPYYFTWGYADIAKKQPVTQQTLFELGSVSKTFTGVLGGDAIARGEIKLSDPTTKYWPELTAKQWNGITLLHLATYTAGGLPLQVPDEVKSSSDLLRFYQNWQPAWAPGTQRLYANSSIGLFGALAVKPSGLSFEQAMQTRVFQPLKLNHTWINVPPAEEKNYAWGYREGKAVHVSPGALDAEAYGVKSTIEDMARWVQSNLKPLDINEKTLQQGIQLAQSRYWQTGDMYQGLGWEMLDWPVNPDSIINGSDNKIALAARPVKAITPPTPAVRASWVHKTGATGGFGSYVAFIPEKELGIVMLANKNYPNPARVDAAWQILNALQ
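AmpC (5.3 nM in the dispensed reagent) in 20 mM phosphate pH 7.0 with 0.01% (detergent screen) or 0.0001% Triton X-100 was preincubated with compounds for 15 min at room temperature. Nitrocefin was then added from an 800 uM solution, and hydrolysis was followed at 480 nm.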
TbPYK inhibitor: blocks Trypanosoma brucei pyruvate kinase; Q57TT1; TbPYK enzyme, Kinase-Glo Plus ATP luminescence, 45 min; Potency, µM (titrated, usually from 76.8 µM), inactives show at the highest dose activity, negative = inhibition, usual class: inhibitors; actives 0.12% (n = 410,000); note: potency is the fitted concentration of half-maximal effect; nearly all actives have a fitted effect of over 50% in size
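ADP (130 uM final) triggers the TbPYK reaction after compound addition; incubation is 45 min at room temperature. Kinase-Glo Plus is then added and luminescence imaged. Normalized data are fitted to concentration-effect curves.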
AMA1 RON2 block: AMA1-RON2 (P. falciparum) interaction inhibition; AlphaScreen AMA1-biotinylated RON2 peptide binding; Potency, µM (highest dose often 58.2 µM), inactives show top-dose activity change, negative = inhibition, hits mostly inhibitors; actives 0.2% (n = 360,000);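 note: potency is the fitted concentration of half-maximal effect; 0% = vehicle wells and -100% = peptide control; nearly all actives have a fitted effect of over 45% in size; some results filed as inactive show a strong effect at the top dose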
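AMA1 (3D7) with his tag at 25 nM final met compounds first, then biotinylated RON2 peptide at 25 nM; detection used donor plus acceptor beads, 10 µg/mL apiece, read by AlphaScreen after 30 min at room temperature.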
LmPK inhibitor: LmPK (Leishmania mexicana) enzyme inhibition; Q27686; purified LmPK, Kinase-Glo ATP luminescence, 1 h; Potency, µM (highest dose often 57.5 µM), for inactives: top-dose activity change, negative = inhibition, usual class: inhibitors; actives 0.37% (n = 290,000); AID 1721; note: potency is the fitted concentration of half-maximal effect
Target sequence (Q27686 whole entry, looked up): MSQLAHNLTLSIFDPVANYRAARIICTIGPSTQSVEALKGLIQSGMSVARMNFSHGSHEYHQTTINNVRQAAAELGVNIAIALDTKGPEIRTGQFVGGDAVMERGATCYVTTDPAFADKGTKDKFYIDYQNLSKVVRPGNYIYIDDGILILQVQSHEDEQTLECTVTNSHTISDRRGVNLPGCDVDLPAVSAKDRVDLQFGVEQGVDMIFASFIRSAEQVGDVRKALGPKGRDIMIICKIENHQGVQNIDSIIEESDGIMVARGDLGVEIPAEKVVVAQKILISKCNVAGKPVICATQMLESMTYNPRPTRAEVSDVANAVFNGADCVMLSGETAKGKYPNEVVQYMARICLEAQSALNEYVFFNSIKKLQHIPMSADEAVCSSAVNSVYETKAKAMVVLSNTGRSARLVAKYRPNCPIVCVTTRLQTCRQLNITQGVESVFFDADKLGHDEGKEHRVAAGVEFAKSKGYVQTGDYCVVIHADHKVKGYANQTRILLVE
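Kinase-Glo luminescence read after 1 h RT reaction of 0.1 nM LmPK with 0.5 mM PEP and 0.1 mM ADP. Activity scaled between uninhibited and enzyme-free controls.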
HCMV antiviral: inhibitors of human cytomegalovirus; HFF cells, HCMV-luciferase reporter, 72 h; hits give low values; actives 4.5% (n = 410,000); activity change, negative = inhibition, % at 57.5 µM; in the data active = activity change below about -60%; inconclusive = no clear call, values can overlap the other calls; inactive = above about -39%
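Two compound doses tested in HFFs infected with HCMV-luciferase, MOI 1 PFU/cell, 72 h at 37C. Lysate luminescence read with OneGlo; data normalized against buffer-only and 10uM Salinomycin inhibitor controls.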
AmpC detergent: AmpC beta-lactamase inhibition with detergent present. P00811. AmpC hydrolysis of nitrocefin, absorbance 480 nm, 0.01% Triton. Potency, µM (top dose mostly 114 µM), for the others: top-dose activity change, negative = inhibition, usual class: inhibitors. actives 0.041% (n = 370,000). AID 485294;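 note: potency is the fitted concentration of half-maximal effect; 0% = no-compound wells and -100% = no-enzyme wells; nearly all actives have a fitted effect of over 25% in size; some results filed as inactive show a strong effect at the top dose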
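20 mM phosphate pH 7.0 + 0.01% (detergent screen) or 0.0001% Triton X-100; 5.3 nM AmpC reagent; cpd preinc 15 min RT; nitrocefin (800 uM stock) to start; A480 q20 s × 4 min; Activity was normalised to no-enzyme and no-compound control wells.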
HCV inh: blocks hepatitis C virus; actives 3.4% (n = 340,000); AID 651820; Potency, µM (titrated, usually from 41.8 µM), without a hit: top-dose activity change, negative = inhibition, hits mostly inhibitors; Huh7.5.1 HCVcc-Cre infection, luciferase reporter, 44 h; note: potency is the fitted concentration of half-maximal effect
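After 44 h co-culture of compound, cells and HCVcc-Cre (~0.5 moi), substrate is added for 15 min at room temperature and luciferase measured over 15 sec. Cells were seeded at 1,000/well and pre-cultured 4 h.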
Active calls of the source: *; ? = inconclusive; · = no result given; & = joins results of further samples; [ ] = dose if it differs, or a comment. Unless noted, calls come from the whole dose curve; as a rule, active = well fitted curve in the direction sought with a large enough effect; inconclusive = small, poorly fitted or top-dose-only effect, or another doubt; inactive = no such curve, though single readings can be large; an effect the other way counts as inactive or inconclusive. Unless noted, % is set by controls: 0 for no effect and ±100 for the full control effect.

1: O=C(NC1CCCC1)c1c[nH]c2ccc(F)cc2c1=O
2: CNc1nc(Cl)c(SC)c(NCc2cccc(OC)c2)n1
3: O=C(COc1ccc(Cl)cc1Br)NC(=O)NC1CCCC1
4: CCN(C(=O)COC(=O)CNC(=O)c1ccc(Cl)cc1Cl)c1c(N)n(Cc2ccccc2)c(=O)[nH]c1=O
5: O=C(c1cnc2n(c1=O)CCS2)N1CCCc2ccccc21

Compound,1,2,3,4,5
AmpC no deterg,-59%,-16%,-36%,-26%,-18%
TbPYK inhibitor,-4%,-19%,3%,2%,-7%
AMA1 RON2 block,2%,-9%,2%,0%,1%
LmPK inhibitor,-6%,-10%,·,·,-2%
HCMV antiviral,6,·,27,-33,29
AmpC detergent,-4%,-6%,0%,·,?
HCV inh,-23%,-4%,?,10%,-3%

6: Cc1nn(Cc2ccccc2Cl)c(C)c1NC(=O)/C=C/c1cnn(C)c1
7: CCc1nc2c(OCC(=O)c3ccc(Cl)cc3Cl)cccn2c1N(C)C(=O)COc1ccccc1
8: C=CCN1C(=NC(=O)CCC)SC2CS(=O)(=O)CC21 (stereo not drawn)
9: Fc1ccc(-c2cc(C(F)(F)F)nc(-n3cc(Cl)cn3)n2)cc1
10: COc1cccc(C2C(C(=O)c3cc4cccc(OC)c4o3)=C(O)C(=O)N2c2cc(C)on2)c1OC (stereo not drawn)

Compound,6,7,8,9,10
AmpC no deterg,3%,·,-7%,-32%,20µM*
TbPYK inhibitor,2%,-5%,8%,9%,1%
AMA1 RON2 block,0%,7%,7%,11%,-7%
LmPK inhibitor,0%,·,-7%,6%,6%
HCMV antiviral,9,-5,2,?,-26
AmpC detergent,2%,·,-2%,?,?
HCV inh,10%,·,18%,?,1%&-14%

11: CC(C)[C@H](NC(=O)[C@@H]1Cc2ccccc2CN1)C(=O)Nc1ccc2c(c1)OCCO2
12: CN=Cc1c(NC)nc2c(C)cccn2c1=O
13: O=C(CCNC(=O)c1ccco1)Nc1nc(-c2ccccc2)cs1
14: CN(C)C(CNC(=O)CSc1nc2sc3c(c2c(=O)n1C)CCC3)c1ccccc1 (stereo not drawn)
15: CSc1ccc(CN(C)C(=O)CN2C(=O)NC3(CCCC3)C2=O)cc1

Compound,11,12,13,14,15
AmpC no deterg,-3%,-16%,-17%,-11%,-1%
TbPYK inhibitor,6%,1%,-7%,1%,2%
AMA1 RON2 block,-12%,-9%,-18%,0%,15%
LmPK inhibitor,-1%,0%,·,·,·
HCMV antiviral,-37,-9,164,6,-1
AmpC detergent,-2%,0%,·,?,0%
HCV inh,-18%,23%,?,20%,-17%

16: CC1CC(C)(C)NC(=S)N1CCCC(=O)N1CCN(c2ccc(F)cc2)CC1 (stereo not drawn)
17: COc1cc(NS(=O)(=O)c2ccc(NC(=S)NC(=O)c3ccc(F)c(F)c3)cc2)nc(OC)n1
18: Cc1ccc(S(=O)(=O)C2(C(=O)Nc3ccc(C(C)C)cc3)CC2)cc1
19: Cc1cccc(N)c1SC1CCCCC1O (stereo not drawn)
20: O=C(c1ccc(-c2ccccc2Cl)o1)N1CCCC(C(F)(F)F)C1 (stereo not drawn)

Compound,16,17,18,19,20
AmpC no deterg,7%,?,-1%,-11%,37%
TbPYK inhibitor,0%,1%,-1%&3%,-3%,-7%
AMA1 RON2 block,-6%,130%[activator],-2%,0%,28%
LmPK inhibitor,-2%,2%,1%,-3%,·
HCMV antiviral,7,-17,7&39,20,0
AmpC detergent,-9%,-3%,3%&17%,4%,4%
HCV inh,0%,5%,29%,4%,?

21: CCOC(=O)c1cnc2cc(C)ccn2c1=O
22: COc1cc(Cl)cc(/C=C/c2ccc3cccc(O)c3n2)c1OC
23: CC(C)OCCCNS(=O)(=O)c1ccc2c(c1)OCCO2
24: Nc1cc(=O)[nH]c(SCCSc2ccccc2F)n1
25: Cc1cccc(N(C)C(=O)c2coc(=O)c3ccccc23)c1

Compound,21,22,23,24,25
AmpC no deterg,-1%,-34%,-10%,-21%,-11%
TbPYK inhibitor,-8%,-6%,-9%,-1%,-3%
AMA1 RON2 block,2%,47%[activator],-3%,21%,5%
LmPK inhibitor,-5%,7%,0%,-5%,-4%
HCMV antiviral,9,?,6,?,-23
AmpC detergent,-1%,-10%,?,4%,?
HCV inh,23%,-9%,-1%,14%,7%

26: C#CCn1cnc2c(oc3ccccc32)c1=O
27: CCCNC(=O)c1cc(C2CCCCN2C(=O)c2cc(OC)c(C)c(OC)c2)on1 (stereo not drawn)
28: CCC(c1nnnn1Cc1ccco1)N(CCc1ccccc1)Cc1cc2cccc(C)c2[nH]c1=O (stereo not drawn)
29: CN(CC(=O)Nc1ccccc1Br)C(=O)c1ccccc1Cc1ccccc1
30: COCCCNC(=O)C(C#N)c1nc2ccccc2nc1N1CCN(Cc2ccccc2)CC1 (stereo not drawn)

Compound,26,27,28,29,30
AmpC no deterg,-4%,·,27%,-21%,4%
TbPYK inhibitor,1%,7%,-8%,3%,-4%
AMA1 RON2 block,4%,-14%,-10%,4%,-5%
LmPK inhibitor,-3%,·,-2%,·,-3%
HCMV antiviral,·,-25,-27,-9,-4
AmpC detergent,-8%,·,-7%,-7%,-12%
HCV inh,18%,·,6%&-21%,?,29%

31: Cc1ccc(-c2nn3c(=O)cc(CN4CCN(C(=O)/C=C/c5ccccc5)CC4)nc3s2)cc1
32: CCOc1nc(Nc2cc(Cl)ccc2OC)nc(OCC)n1
33: Cc1ccc(C)c(NC(=O)C(CC(C)C)N2Cc3ccccc3C2=O)c1 (stereo not drawn)
34: CCC1(C)OC(c2ccccc2)=C/C(=C/C=C2C(=O)NC(=O)NC2=O)O1 (stereo not drawn)
35: Cc1ccc(NC(=O)COc2cccc3c2OC(C)(C)C3)c(O)c1

Compound,31,32,33,34,35
AmpC no deterg,·,-24%,·,-21%,-8%
TbPYK inhibitor,1%,-10%,-8%,-12%,-5%
AMA1 RON2 block,·,7%,·,-16%,-2%
LmPK inhibitor,·,1%,·,-8%,·
HCMV antiviral,5,-19,-16,-5,6
AmpC detergent,0%,-4%,4%,-5%,5%
HCV inh,·,0%,·,18%,?

36: Cc1ccc(C)c(NC(=O)C2CC(=O)N(C3CCCCC3)C2)c1 (stereo not drawn)
37: Cc1ncn(C23CC4CC(CC(O)(C4)C2)C3)n1
38: Cc1ccc(-n2nc(C)c3c(C)cc(=O)n(CC(=O)Nc4cc(Cl)ccc4C)c32)cc1
39: Cc1ccc(-n2c(N)c(C(=O)Nc3c(C)n(C)n(-c4ccccc4)c3=O)c3nc4ccccc4nc32)cc1
40: COc1cc(/C=N/Nc2nc(C)nc3c2cnn3-c2ccccc2)ccc1O

Compound,36,37,38,39,40
AmpC no deterg,-5%,-14%,·,-14%,-34%
TbPYK inhibitor,9%,3%,0%,-14%,2%
AMA1 RON2 block,0%,1%,·,-13%,-4%
LmPK inhibitor,3%,-3%,·,-5%,0%
HCMV antiviral,36,-7,15,?,-34
AmpC detergent,?,-6%,-3%,2%,-7%
HCV inh,5%,2%,·,11µM*,11µM*

41: Cc1cc(NC(=O)CSc2nc(=O)cc(N)n2-c2ccc(C)c(C)c2)no1
42: O=C(NC(=S)Nc1ccc(N2CCOCC2)cc1)c1ccc2c(c1)OCCO2
43: CC(C)CCOc1ccc(Cl)cc1CN1CCOCC1
44: Cc1cn([C@H]2C[C@H](O)[C@@H](CNCc3ccc(N4CCN(C)CC4)cc3F)O2)c(=O)[nH]c1=O
45: COc1ccccc1N(CC(=O)NCCN1CCOCC1)S(=O)(=O)c1ccc(C)cc1

Compound,41,42,43,44,45
AmpC no deterg,-9%,-56%,55%,·,59%
TbPYK inhibitor,4%,-21%,-13%,0%,2%
AMA1 RON2 block,-6%,18%,8%,8%,-1%
LmPK inhibitor,-8%,3%,4%,·,·
HCMV antiviral,-14,-85*,-22,-9,-25
AmpC detergent,-1%,?,0%,·,-4%
HCV inh,14%,7.9µM*,-8%,·,0%

46: CC1CCC(NC(=O)COC(=O)CNC(=O)c2ccc3ccccc3c2)CC1 (stereo not drawn)
47: CCC(=O)Nc1cc(C(=O)N2CCC3(CC2)OCCO3)ccc1S(=O)(=O)c1ccc(C)cc1
48: CCOC(=O)N1CCN(Cc2nc3c(c(=O)[nH]c(=O)n3C)n2CCCc2ccccc2)CC1
49: CN(C)P(=NC(=O)COc1ccc(Cl)cc1Cl)(N(C)C)N(C)C
50: COc1ccnc(CSC(N)=Nc2ccccc2OC)c1

Compound,46,47,48,49,50
AmpC no deterg,70%[activator],34%,129%[activator],89%[activator],-11%
TbPYK inhibitor,-8%,-2%,7%,9%,-10%
AMA1 RON2 block,-9%,41%[activator],-1%,-2%,-24%
LmPK inhibitor,·,2%,1%,0%,1%
HCMV antiviral,0,9,21,?,-19
AmpC detergent,0%,-1%,7%,-14%,-5%
HCV inh,2%,-5%,-13%,-18%,1%

51: O=C(NC1CCN(c2ncccn2)CC1)c1ccccc1Cl
52: Cc1cc(O)c(-c2cc(C(=O)Nc3sc4c(c3C(=O)NCc3ccco3)CCC4)[nH]n2)cc1C
53: COc1ccc(OC)c(CNC(=O)CCNC(=O)Cn2ccc3ccccc3c2=O)c1
54: CC12CN3CC(C)(CN(C1)C3c1cc(Br)ccc1O)C2=O (stereo not drawn)

Compound,51,52,53,54
AmpC no deterg,-3%,-1%,-23%,-9%
TbPYK inhibitor,0%,-8%,2%,3%
AMA1 RON2 block,0%,116%[activator],0%,6%
LmPK inhibitor,-1%,-2%,-2%,-9%
HCMV antiviral,22,-24,-11,79
AmpC detergent,?,?,?,1%
HCV inh,9%,?,-4%,3%

A different layout for some results above:
item	Compound	AmpC no deterg	TbPYK inhibitor	AMA1 RON2 block	LmPK inhibitor	HCMV antiviral	AmpC detergent	HCV inh
51	O=C(NC1CCN(c2ncccn2)CC1)c1ccccc1Cl	-3%	0%	0%	-1%	22	?	9%
52	Cc1cc(O)c(-c2cc(C(=O)Nc3sc4c(c3C(=O)NCc3ccco3)CCC4)[nH]n2)cc1C	-1%	-8%	116%[activator]	-2%	-24	?	?
53	COc1ccc(OC)c(CNC(=O)CCNC(=O)Cn2ccc3ccccc3c2=O)c1	-23%	2%	0%	-2%	-11	?	-4%
54	CC12CN3CC(C)(CN(C1)C3c1cc(Br)ccc1O)C2=O (stereo not drawn)	-9%	3%	6%	-9%	79	1%	3%
